# Kir21 inh = blocks the mouse Kir2.1 inward-rectifier potassium channel | P35561 | HEK293-Kir2.1, FluxOR thallium flux fluorescence; stronger effect = lower value | B-score at 10 µM | 310,000 compounds, 0.85% hits;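 active means fluorescence ratio B-score at or below minus 3 SD of library scores, with starting-brightness B-score within 2 SD, cut at about -4.2 in these data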;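 further: channel flux triggered by added potassium and thallium sulfate stimulus; B-score of peak minus minimum fluorescence over baseline after thallium stimulus; more negative B-score means stronger Kir2.1 block with less thallium influx; some compounds called inactive have numbers as strong as hits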
# KCNQ2 block = KCNQ2 potassium channel inhibitors, primary screen, cell-based, CHO-K1, FluxOR thallium flux, B-score (AID 2156); O88943; 20 min; stronger effect = lower value; B-score at 10 µM; 310,000 compounds, 1.1% hits;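 active means fluorescence ratio B-score at most minus 3 library SDs, with starting brightness B-score within 2 library SDs, cut at about -5.5 in these data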
# Target sequence (O88943 whole entry, looked up): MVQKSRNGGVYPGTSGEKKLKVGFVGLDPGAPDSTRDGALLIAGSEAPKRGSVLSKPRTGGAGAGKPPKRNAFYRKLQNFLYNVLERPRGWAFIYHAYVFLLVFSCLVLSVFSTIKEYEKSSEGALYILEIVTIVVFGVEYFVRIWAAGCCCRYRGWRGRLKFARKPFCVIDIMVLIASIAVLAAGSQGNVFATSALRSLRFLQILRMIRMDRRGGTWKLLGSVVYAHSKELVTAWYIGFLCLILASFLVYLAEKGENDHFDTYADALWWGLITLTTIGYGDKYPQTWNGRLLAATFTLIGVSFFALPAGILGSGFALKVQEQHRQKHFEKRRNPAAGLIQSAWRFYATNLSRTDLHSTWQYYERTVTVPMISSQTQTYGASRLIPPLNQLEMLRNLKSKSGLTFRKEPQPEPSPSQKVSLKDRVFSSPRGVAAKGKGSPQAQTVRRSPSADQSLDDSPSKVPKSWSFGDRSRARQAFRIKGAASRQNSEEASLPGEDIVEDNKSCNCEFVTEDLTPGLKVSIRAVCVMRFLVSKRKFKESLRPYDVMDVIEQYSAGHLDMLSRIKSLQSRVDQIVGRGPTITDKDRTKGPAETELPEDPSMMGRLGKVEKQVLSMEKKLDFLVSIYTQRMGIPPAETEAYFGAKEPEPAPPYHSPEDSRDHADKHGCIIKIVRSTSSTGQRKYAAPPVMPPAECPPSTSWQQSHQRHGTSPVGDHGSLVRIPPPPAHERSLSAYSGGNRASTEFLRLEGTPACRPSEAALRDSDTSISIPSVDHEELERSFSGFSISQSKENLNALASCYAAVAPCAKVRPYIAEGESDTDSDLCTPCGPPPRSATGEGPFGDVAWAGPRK
# Numbers without * were called inactive; i = inactive. Some of the compounds tested. The share of hits here may be higher or lower than overall.
SMILES,Kir21 inh,KCNQ2 block
O=S1(=O)CC2(N3CCOCC3)CCCCC21 (stereo not drawn),0.27,i
COc1ccc(OC)c(-n2c(O)c(/C=C3\C=Nc4ccccc43)c(=O)[nH]c2=O)c1,-3.46,i
O=C(c1ccc(Cl)cc1)C1CCCN(C2CCSCC2)C1 (stereo not drawn),-0.07,i
Cc1nc2ccccc2c(=O)n1-c1ccc(Br)cc1[N+](=O)[O-],1.92,i
CN1C(=O)/C(=C/c2ccc(N3CCCCCC3)o2)C(=O)NC1=S,-0.81,i
O=C(Nc1ccccc1OC(=O)N1CCOCC1)N1CCOCC1,-1.5,i
Cc1cc(O)c2c(c1)OC(C)(C)C1=C2CC(C)CC1 (stereo not drawn),-0.5,-7.33*
O=C(c1cc2c(s1)-c1ccccc1OC2)N1CCC2(CC1)OCCO2,-0.64,i
COc1cc(OC)c(OC)cc1CNCCc1ccc(OC)c(OC)c1,-1.35,i
C[C@H]1CC[C@@H]2N(C1)C[C@H]1[C@@H]3C[C@H]4[C@@H](CC(=O)[C@H]5C[C@@H](O)CC[C@@]54C)[C@@H]3CC[C@H]1[C@]2(C)O,-0.04,i
Clc1ccc2c(c1)C(c1ccccc1Cl)=NCc1nnc(N3CCN(CCSc4ccccc4)CC3)n1-2,0.57,i
O=C(NC(=S)N1C[C@H]2C[C@H](C1)c1cccc(=O)n1C2)c1ccc(Cl)cc1Cl,1.52,i
CN1C(=O)C(=Cc2ccc(Sc3ccccc3)o2)C(=O)N(C)C1=O,1.62,i
OCCNCCc1c[nH]c2ccc(OCc3ccccc3)cc12,-0.9,i
CNCCc1c[nH]c2ccc(O)cc12,-0.06,i
Cc1cc(OC(=O)c2cccs2)c2c3c(c(=O)oc2c1)CCCC3,-0.24,i
COC(=O)CCCCC1SCC(NC(=O)c2ccccc2)C1Cl (stereo not drawn),0.26,i
COc1ccc2c(c1)CC1(CN2C)C(=O)NC(=O)N(c2ccc(F)cc2)C1=O (stereo not drawn),-3.22,i
CC(=O)Nc1ccccc1C(=O)OCC(=O)c1ccc2ccccc2c1,2.51,i
C[C@@H]([C@@H](O)c1ccccc1)N(C)C(=O)Cc1ccccc1,-0.79,i

# Another view of 3 compounds above:
structure	Kir21 inh	KCNQ2 block
O=C(c1cc2c(s1)-c1ccccc1OC2)N1CCC2(CC1)OCCO2	-0.64	i
COc1cc(OC)c(OC)cc1CNCCc1ccc(OC)c(OC)c1	-1.35	i
C[C@H]1CC[C@@H]2N(C1)C[C@H]1[C@@H]3C[C@H]4[C@@H](CC(=O)[C@H]5C[C@@H](O)CC[C@@]54C)[C@@H]3CC[C@H]1[C@]2(C)O	-0.04	i

# Following part
SMILES,Kir21 inh,KCNQ2 block
CCCCn1c(O)c(C(CC)=NCc2ccc3c(c2)OCO3)c(=O)[nH]c1=O,0.32,i
O=C1NC(=O)N(c2ccc3c(c2)OCO3)C(=O)/C1=C\c1ccc(-c2ccccc2C(=O)O)o1,-0.18,i
O=c1[nH]c(=O)n(CCc2ccc(F)cc2)c(O)c1/C=N/N1CCCCC1,-0.01,i
CCC(=NCc1ccc(F)cc1)c1c(O)n(C)c(=O)n(C)c1=O,-1.18,i
C=CCn1c(O)c(C(C)=Nc2cc(OC)ccc2OC)c(=O)[nH]c1=O,-1.75,i
CCN(CCCl)Cc1ccccc1Br,-0.05,i
CCOC(=O)c1c(NS(=O)(=O)c2ccccc2)n(CCCOC)c2nc3ccccc3nc12,-0.69,i
CCN1C(=O)NC(=O)/C(=C\c2cn(CC(=O)O)c3ccccc23)C1=O,-0.21,i
COc1ccc(CCn2c(O)c(C=NCCN3CCCCC3)c(=O)[nH]c2=O)cc1OC,-0.5,i
FC(F)(F)c1cccc(NC2=NCCCS2)c1,-0.45,i
O=C1NC(=O)C(=Cc2ccc(SC3CCCCC3)o2)C(=O)N1,-1.62,i
NNCc1cccc(O)c1,0.52,i
CN(C)C(=O)Oc1ccc(-c2nnco2)cc1,0.72,i
CCC(=Nc1ccc2c(c1)CCC2)c1c(O)n(-c2ccc(OC)cc2)c(=O)[nH]c1=O,0.01,i
CCCOC(=O)c1ccc(-[n+]2c(-c3ccccc3)cc(-c3ccccc3)cc2-c2ccccc2)cc1,-11.4*,-6.93*
Cc1c(N=Nc2c(O)n(Cc3ccccc3)c(=O)[nH]c2=O)c(=O)n(-c2ccccc2)n1C,-0.25,i
CCOP(=O)(OCC)C(NC(=O)c1ccccc1Cl)=C(Cl)Cl,-1.7,i
C1CNC2NCCNC2N1 (stereo not drawn),1.45,i
CC(C)CN1CCN(Cc2cccc3c2OCO3)CC1CCO (stereo not drawn),-0.76,i
CN1/C(=C\C=C2C(=O)NC(=S)NC2=O)C(C)(C)c2ccccc21,-2.07,i

# 6 successive entries from above:
SMILES,Kir21 inh,KCNQ2 block
CCCCn1c(O)c(C(CC)=NCc2ccc3c(c2)OCO3)c(=O)[nH]c1=O,0.32,i
O=C1NC(=O)N(c2ccc3c(c2)OCO3)C(=O)/C1=C\c1ccc(-c2ccccc2C(=O)O)o1,-0.18,i
O=c1[nH]c(=O)n(CCc2ccc(F)cc2)c(O)c1/C=N/N1CCCCC1,-0.01,i
CCC(=NCc1ccc(F)cc1)c1c(O)n(C)c(=O)n(C)c1=O,-1.18,i
C=CCn1c(O)c(C(C)=Nc2cc(OC)ccc2OC)c(=O)[nH]c1=O,-1.75,i
CCN(CCCl)Cc1ccccc1Br,-0.05,i

# Following part:
SMILES,Kir21 inh,KCNQ2 block
O=C(O)C(Cc1cnc[nH]1)NS(=O)(=O)c1ccc(Br)cc1 (stereo not drawn),-0.37,i
CC(=O)C1=C(C)OC(N)=C(C(=O)OC(C)C)C12C(=O)Nc1ccccc12 (stereo not drawn),-0.08,i
COc1ccc(C(Nc2ccccc2)P(=O)(Oc2ccccc2)Oc2ccccc2)cc1 (stereo not drawn),1.4,i
CCCC[n+]1cc(/N=C(\[O-])OC)on1,0,i
O=c1[nH]c(=S)n(C2CC2)c(O)c1C=NCCN1CCOCC1,-0.87,i
CC(=NCc1cccnc1)c1c(O)n(C2CCCCC2)c(=O)[nH]c1=O,0.06,i
N=c1n(CCO)c2ccccc2n1Cc1ccccc1,0.05,i
O=C(Nc1ccc(Cl)cc1)Nc1nccs1,-0.33,i
CC(=O)c1cn(CC(=O)NCCc2c[nH]c3ccccc23)c2ccccc12,0.24,i
CN1CCN(c2cc([N+](=O)[O-])ccc2Cl)CC1,1.01,i
COC(=O)C1=C(N)Oc2c(c(=O)oc3ccccc23)[C@]12C(=O)N(C)c1ccccc12,0.27,i
CCCCCc1nc2c(c(=O)c3ccccc3n2C)c(=O)n1C1CCCCCC1,0.58,i
Cc1onc(-c2ccccc2)c1C(=O)N1CCC2(CC1)OCCO2,-1.19,i
COc1ccc(CC2C(=O)NC(=O)NC2=O)c(OC)c1,0.47,i
CN(C)CCN(C(=O)COc1ccc(Cl)cc1)c1nc2cc3c(cc2s1)OCO3,0.42,i
CCOC(=O)CCCCCNC(=O)c1c(O)[nH]c(=O)[nH]c1=O,1.34,i
Cc1nn(Cc2ccccc2Cl)c(C)c1C(=O)OCC(=O)NC1CCS(=O)(=O)C1 (stereo not drawn),0.97,i
O=c1[nH]sc2cc(F)ccc12,-0.01,i
COc1ccccc1OCC#CCN1CCCC1,0.64,i
CCCCCn1c(=O)c(C(=O)NCc2ccc(Cl)cc2)c(O)c2ccccc21,0.04,i
CN1C2CCC1C(COC(=O)c1ccccc1)C(O)C2 (stereo not drawn),-1.69,i
CCN(CC)P(=O)(NC(=O)c1cccn1C)N(CC)CC,-0.01,i
O=C1NC(=O)C(=Cc2ccc(OCC(=O)N3CCOCC3)cc2)C(=O)N1,0.89,i
O=C(CN1C(=O)CN=C(c2ccccc2Cl)c2cc(Cl)ccc21)NCc1ccco1,-0.75,i
CC1CCC(NCCc2ccc3c(c2)OCO3)CC1 (stereo not drawn),0.39,i
CCCc1[nH]nc2c1C1(C(=O)N(CC(N)=O)c3ccccc31)C(C(=O)OC)=C(N)O2 (stereo not drawn),-0.07,i
C[C@]12CCC(=O)C=C1CC[C@@H]1[C@@H]2C(=O)C[C@]2(C)C(=O)CC[C@@H]12,-0.97,i
COc1ccc(C(=O)OC2C[C@H]3CC[C@@H](C2)N3O)cc1OC (stereo partly drawn),-0.09,i
COc1cccc(NP(=O)(Oc2ccc(Cl)cc2)Oc2ccc(Cl)cc2)c1,0.64,i
CN1C(=O)CN=C(c2ccccc2Cl)c2cc(Br)ccc21,-1.19,i
CCOC(=O)C1=C(C)OC(N)=C(C#N)C12C(=O)Nc1ccc(C)cc12 (stereo not drawn),-0.81,i
c1ccc(CNc2c3c(nc4ccccc24)CCC3)cc1,-6.57*,i
CCOC(=O)COc1ccc(/C=C2\C(=O)NC(=S)N(c3ccc(OC)cc3)C2=O)cc1OC,1.13,i
CC[N+](CC)(CC)CCCCCCCCCC[N+](CC)(CC)CC,0.02,i
O=P(N[C@@H](c1ccccc1)[C@@H]1C[C@H]1CO)(c1ccccc1)c1ccccc1,-1.69,i
COc1ccc(C2SCC(=O)Nc3c2c(C)nn3-c2ccccc2)cc1OC (stereo not drawn),0.26,i
OC(c1ccncc1)(c1ccc(F)cc1)c1ccc(F)cc1,-1.84,i
COc1ccc(CC[n+]2cc(/N=C(\C)[O-])on2)cc1OC,-0.38,i
Cc1nc2cc(C(F)(F)F)ccc2n1C1CCN(Cc2nnnn2CCc2ccccc2)CC1,1.56,i
COc1ccccc1CN1CCN(C(=O)COc2ccccc2)CC1,-0.11,i

# Compounds listed so far that contain bromine (4):
SMILES,Kir21 inh,KCNQ2 block
Cc1nc2ccccc2c(=O)n1-c1ccc(Br)cc1[N+](=O)[O-],1.92,i
CCN(CCCl)Cc1ccccc1Br,-0.05,i
O=C(O)C(Cc1cnc[nH]1)NS(=O)(=O)c1ccc(Br)cc1 (stereo not drawn),-0.37,i
CN1C(=O)CN=C(c2ccccc2Cl)c2cc(Br)ccc21,-1.19,i

# (next part)
SMILES,Kir21 inh,KCNQ2 block
COc1ccccc1CC(=O)N1CCN(CCc2ccccc2)CC1,-0.09,i
Nc1ccc(C(=O)N/N=C2/CN3CCC2CC3)cc1,-1.88,i
COc1ccc(Oc2c(C)oc3cc(OC(=O)N(C)C)ccc3c2=O)cc1,0.36,i
Cc1ccc(-n2c(C)cc(/C=C3\C(=O)NC(=O)N(C)C3=O)c2C)cc1C,1.71,i
O=C(Nc1ccccc1Cl)OC1CN2CCC1CC2 (stereo not drawn),1.47,i
CC/C(=N\Nc1ccccc1)c1c(O)n(-c2ccc(OC)cc2)c(=O)[nH]c1=O,-0.2,i
CCN(CC)CCN=Cc1c(O)n(Cc2ccco2)c(=O)[nH]c1=O,-0.67,i
Cc1ncc(CN2CCCC(C(=O)c3sccc3C)C2)s1 (stereo not drawn),0.04,i
CN1CCN(c2cc(N3CCCC3)c([N+](=O)[O-])cc2F)CC1,-1.08,i
Cc1nc(Cl)sc1C(=O)Nc1ccc2ccccc2c1,2.29,i
CCOC(=O)C1=C(N)OC2=C(C(=O)CCC2)C12C(=O)N(CC(N)=O)c1ccccc12 (stereo not drawn),-1.21,i
O=C1CN=C(c2ccccc2)c2cc(Br)ccc2N1Cc1cc(=O)n2ccccc2n1,-0.08,i
C/C(=C\c1ccc(N(C)C)cc1)[N+](=O)[O-],0.4,i
O=C1N[C@@H](Cc2ccccc2)C(=O)N2[C@H]1C[C@H]1c3ccccc3N(OOSc3ccccc3)[C@H]12,-0.09,i
Cc1nn(CC(C)C)c(Cl)c1C(=O)O,2.57,i
CN(C)c1ccc([P+](=O)c2ccc(N(C)C)cc2)cc1,0.4,i
COc1ccc(C(C)=O)cc1CC(C(=O)c1ccccc1)N(C)C (stereo not drawn),-1.06,i
COc1ccc(-c2cc(=Nc3ccccc3)c3cc(C)ccc3o2)cc1,1.45,i
O=C(CSC1c2ccccc2-c2ccccc21)N/N=C/c1ccccc1,-0.25,i
CCOc1cc(C(=O)N2CCC3(CC2)OCCO3)cc(OCC)c1OCC,0.26,i
Cc1ccccc1CN1CCN(Cc2ccccc2)CC1,-4.65*,i
CCc1nc2ccccc2c(=O)n1-c1cccc(OC)c1,-0.86,i
c1ccc(C2CN3CCC2CC3)cc1 (stereo not drawn),-0.17,i
COc1ccccc1NC(=O)N1C[C@@H]2C[C@@H](C1)c1cccc(=O)n1C2,1.66,i
C[N+]1(CC(COCc2ccccc2)OC(=O)Cc2ccccc2)CCOCC1 (stereo not drawn),0.61,i
CN1CC2=CC(O)CC3Oc4c(O)ccc(c4[C@]23C)C1 (stereo partly drawn),0.07,i
CCOC(=O)C1=C(N)Oc2cc(C)oc(=O)c2C12C(=O)N1c3c(cccc32)C(C)=CC1(C)C (stereo not drawn),-1.83,i
Clc1ccc2c(N3CCNCC3)ccnc2c1,-0.05,i
O=C(NCCCN1CCOCC1)C(Cl)(Cl)Cl,1.34,i
CCOC(=O)c1c(C)n(Cc2ccco2)c2ccc(OC)cc12,1.05,i
Fc1cccc(F)c1CN1CCN(c2ccc(Cl)cc2)CC1,0.7,i
CN1CCc2nc3sc(C(=O)NC4CC4)c(N)c3cc2C1,-1.1,i
CC(C)CCN1CCN(Cc2c(F)cccc2Cl)CC1CCO (stereo not drawn),-0.19,i
CCOc1cc2c(cc1OCC)-n1cccc1C(c1cc(C)c(OC)cc1C)NC2 (stereo not drawn),-0.07,i
COC(=O)C1=C(c2ccccc2)C[C@@H]2CC[C@H]1N2C(=O)NCCS(C)=O (stereo partly drawn),0.03,i
O=c1cccc2n1CC1CNCC2C1 (stereo not drawn),1.78,i
O=S(=O)(NC1CCCCCCC1)OCC(Cl)(Cl)Cl,-0.79,i
COCc1cc(OC(=O)N(C)C)nc(-c2ccccc2)n1,-1.07,i
Cc1cc(/C=C2\C(=O)NC(=O)N(c3ccc(Cl)cc3)C2=O)c(C)n1-c1cccc(C(=O)O)c1,2.84,i
CC(C)(C)C(=O)NC1CCSC1=O (stereo not drawn),-0.06,i
CCOc1ccc(-n2c(-c3ccoc3)nc3ccccc3c2=O)cc1,0.05,i
